HTRA1 inh: HTRA1 serine protease inhibitors, primary screen, biochemical, fluorescence polarization, HTS | recombinant HTRA1, FP-rhodamine activity-based probe | Q92743 | inhibition, % at 5.96 µM | 0.5% of 340,000 active | AID 504803, 2011; in the data active = inhibition above about 36%;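 also: 0% = enzyme with DMSO and 100% = wells lacking enzyme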
GC-B act: human GC-B receptor activators, primary screen, HEK293 GC-B cells, cGMP TR-FRET, EC30 CNP; activation, % at 10 µM; 0% at EC30 CNP, 100% saturating CNP; 0.11% of 370,000 active; Atrial natriuretic peptide receptor 2 (Homo sapiens), P20594;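 active = activation at 10 µM reaching about 35% in either raw or pattern-adjusted values, limit read from the data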
TCR-CD3 inh: inhibitors of human TCR-CD3 interaction, primary screen, biochemical, fluorescence, TAMRA-labeled TCR probe. inhibition, % at 9.4 µM. AID 651800, 2012. 0.37% of 360,000 active. T-cell receptor (TCR); in the data active = inhibition above about 19%;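 also: recombinant mutant TCR 2C K166C tagged with TAMRA read by polarization; 0% = receptor in buffer alone and 100% = receptor with positive control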
LEDGF integ inh: blockers of LEDGF/p75-dependent integrase strand transfer – biochemical, TR-FRET, high throughput, primary screen | HIV-1 integrase (with human LEDGF/p75) | TR-FRET IN-LEDGF/p75 DNA integration, Eu/Cy5 | inhibition, % at 3.7 µM | 0.64% of 370,000 active;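 active = inhibition above the screen-wide mean plus 3 SD, cut at about 13% in these data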;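 also: signal is the Cy5 over europium emission ratio at 671 and 618 nm; 0% = plate median of compound wells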
TDP2 inh: human TDP2 enzyme inhibitors, primary screen, biochemical, epi absorbance, recombinant enzyme; Tyrosyl-DNA phosphodiesterase 2 (Homo sapiens), O95551; T5PNP hydrolysis, p-nitrophenol absorbance 415 nm; inhibition, % at 12.8 µM; 0.34% of 370,000 active;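 active = inhibition above the mean of all tested compounds plus 3 SD, set per campaign, cut at about 25% in these data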;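 also: 0% = DMSO with enzyme and 100% = buffer with substrate but no TDP2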
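Assay system: Recombinant human TDP2 | Quantity: 120 nM TDP2 per well | Incubation: 2 h at 37 °C | Signal: Epi absorbance | Evaluation: Percent inhibition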
PRMT1 FP inh: PRMT1 methyltransferase inhibitors, primary screen, biochemical, fluorescence polarization | Protein arginine N-methyltransferase 1 (Homo sapiens), Q99873 | 1.3% of 370,000 active | AID 652257, 2013 | inhibition, % at 2.79 µM | recombinant PRMT1, activity-based probe fluorescence polarization;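 active = inhibition above about 21% made by adding two undisclosed values, limit read from the data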
SIAE primary: human SIAE inhibitors, primary screen, biochemical, fluorescence polarization, FP-Rh probe, 1536-well HTS; inhibition, % at 9.66 µM; 0.69% of 370,000 active; SIAE FP-Rh probe binding; Sialate O-acetylesterase (Homo sapiens), Q9HAT2;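 active = inhibition above a cutoff: mean of compounds within the control limits plus 3 SD of those, cut at about 17% in these data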;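 also: 0% = plate median of compound wells and 100% = probe without SIAE protein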
Target sequence (Q9HAT2 whole entry, looked up): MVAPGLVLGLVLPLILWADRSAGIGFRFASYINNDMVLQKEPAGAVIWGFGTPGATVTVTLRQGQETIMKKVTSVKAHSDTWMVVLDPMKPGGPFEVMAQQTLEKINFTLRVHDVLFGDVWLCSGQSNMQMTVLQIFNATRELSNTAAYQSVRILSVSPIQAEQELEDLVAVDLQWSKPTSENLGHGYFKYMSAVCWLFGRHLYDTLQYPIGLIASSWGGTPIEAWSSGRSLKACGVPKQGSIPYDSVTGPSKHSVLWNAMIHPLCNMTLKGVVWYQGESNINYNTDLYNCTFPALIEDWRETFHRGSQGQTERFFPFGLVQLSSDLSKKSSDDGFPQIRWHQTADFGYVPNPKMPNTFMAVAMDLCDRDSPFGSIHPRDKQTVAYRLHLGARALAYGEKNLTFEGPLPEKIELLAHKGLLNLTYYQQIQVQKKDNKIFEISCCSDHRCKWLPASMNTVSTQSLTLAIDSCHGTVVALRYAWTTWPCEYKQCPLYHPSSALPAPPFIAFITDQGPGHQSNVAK
rCAG binder: binders of r(CAG) RNA repeats, primary screen, biochemical, fluorescence; inhibition, % at 3 µM; 1.3% of 370,000 active; r(CAG) RNA repeat, TO-PRO-1 dye displacement fluorescence;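 active = inhibition above the plate cutoff, the mean of all test compounds on that plate plus 3 SD, cut at about 35% in these data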;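 also: 0% = DMSO alone and 100% = 100 µM mitoxantrone as full dye displacement; higher means more dye released from RNA so lower well fluorescence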
MBD2 inh: inhibitors of MBD2 binding to methylated DNA, primary screen, biochemical, TR-FRET, DNA-binding domain, human; 0.31% of 370,000 active; Methyl-CpG-binding domain protein 2 (Homo sapiens), Q9UBB5; MBD2 binding to methylated oligonucleotide; inhibition, % at 4.4 µM; in the data active = inhibition above about 13%
Target sequence (Q9UBB5 whole entry, looked up, the tested form may be a part): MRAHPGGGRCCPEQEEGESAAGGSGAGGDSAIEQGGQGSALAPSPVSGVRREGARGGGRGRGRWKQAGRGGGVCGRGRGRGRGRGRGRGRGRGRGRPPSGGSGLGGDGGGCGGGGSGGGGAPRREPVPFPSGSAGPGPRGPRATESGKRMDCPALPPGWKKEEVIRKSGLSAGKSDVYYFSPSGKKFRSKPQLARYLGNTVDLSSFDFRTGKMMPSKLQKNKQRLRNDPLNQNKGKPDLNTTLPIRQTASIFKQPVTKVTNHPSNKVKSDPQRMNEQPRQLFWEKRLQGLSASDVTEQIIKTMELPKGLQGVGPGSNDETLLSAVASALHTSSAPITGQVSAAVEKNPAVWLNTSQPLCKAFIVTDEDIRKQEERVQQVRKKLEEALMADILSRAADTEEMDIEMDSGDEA
mABHD4 FP: ABHD4 inhibitors, primary screen, biochemical, fluorescence polarization, mouse. (Lyso)-N-acylphosphatidylethanolamine lipase (Mus musculus), Q8VD66. purified mABHD4, FP-Rh probe fluorescence polarization. inhibition, % at 8.92 µM. 0.54% of 370,000 active. AID 720543, 2013;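 active = inhibition exceeding the mean over every tested compound plus 3 SD, cut at about 30% in these data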;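 also: 0% = plate median of compound wells and 100% = S159A mutant with DMSO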
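Assay system: mouse ABHD4 enzyme, wild type / Also added: fluorescent activity-based probe FP-Rh / Doses: single nominal dose of 8.92 µM, 0.89% DMSO final / Timing: 45 min compound pre-incubation plus 60 min probe step, 25 °C / Signal: FP readout, ex 525 nm / em 598 nm / Control set: S159A mutant/DMSO as 100%, compound-well median as 0%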
Starred values were filed as active, the others as inactive; / = not tested or not shown.

SMILES	HTRA1 inh	GC-B act	TCR-CD3 inh	LEDGF integ inh	TDP2 inh	PRMT1 FP inh	SIAE primary	rCAG binder	MBD2 inh	mABHD4 FP
CC(=O)Nc1nonc1-c1nc2ccccc2n1Cc1ccccn1	2	6	-1	-2	-8	-2	-1	-1	2	7
O=C(O)Cc1c(C(=O)O)nnn1-c1cccc(C(F)(F)F)c1	10	2	0	-9	-8	4	-2	0	4	-5
CCOC(=O)C1=CCC2C(=O)N(CC)C(=O)C12 (centres undefined)	/	-2	8	0	5	-3	-5	0	2	-2
COC(=O)c1cc(S(=O)(=O)N(C)C2CCCCC2)c[nH]1	4	1	0	-6	-15	6	-6	-1	7	-12
CCOC(=O)[C@]12CCCC3=C1N(CCC3)C(=O)[C@@H](CC(=O)NCc1cccc(C(F)(F)F)c1)C2	/	-2	/	-3	4	8	-2	-1	1	4
Cc1ccc(OCC(=O)Nc2nnc(S(=O)(=O)N3CCC(C)CC3)s2)cc1	-6	1	0	0	4	3	0	42*	4	-7
COc1ccc(S[C@]2(C(=O)N3CCCC3)CC(=O)N(P(=O)(OC)OC)[C@@H]2c2ccc(OC)cc2)cc1	/	-1	/	8	-15	8	-7	2	-10	-7
COc1ccccc1N1CCN(S(=O)(=O)c2ccc(Br)s2)CC1	-9	-3	-1	2	6	-1	2	5	-3	6
Cn1c(NC(=O)c2ccc(F)c(F)c2)cc(=O)n(C)c1=O	2	6	-1	0	-3	1	-4	0	3	1
Cc1cc(Br)cn2c(Cc3cccc(F)c3)c(-c3ccccc3)nc12	/	8	0	-2	8	0	-1	19	-5	-7
CO/N=C/C(=N\Nc1ccc(C)cc1)C(=O)c1ccc(OC)cc1	1	-4	-6	1	-5	1	-4	0	4	0
Cn1c(=O)n(Cc2ccco2)c(=N)c2c3c(sc21)CCC3	6	2	4	3	6	0	3	5	2	3
O=C(COc1ccc(Cl)cc1Cl)N1CCN(C(=O)c2ccco2)CC1	4	-2	3	-5	10	-3	2	-6	1	1
O=C(Nc1ccc(OC(F)(F)F)cc1)c1ccc2ccccc2n1	-15	-4	-3	1	-7	-5	-3	0	1	-3
COCCCn1c(=O)/c(=C\c2ccccc2OC(F)F)s/c1=C(/C#N)C(N)=O	-5	3	-1	3	2	1	1	2	2	-4
CCOc1ccccc1-c1nc(C(N)=O)c2[nH]c(=O)n(-c3ccccc3)c2n1	0	-2	3	0	-6	1	-1	1	3	-2
CCOc1ccc2nc(SCC(=O)NCc3ccc(OC)cc3)[nH]c2c1	-8	1	-6	-5	2	1	1	-2	-2	8
Nc1nnc(SCC(=O)c2ccco2)s1	2	1	5	2	-7	3	-7	3	10	8
CCCc1ccc(Oc2cc(NN3CCCCC3)c([N+](=O)[O-])cc2[N+](=O)[O-])cc1	1	3	-1	-2	4	-3	-1	2	2	-4
C(=N\Nc1nc2ccccc2[nH]1)/c1ccncc1	3	-8	-6	-4	1	2	13	-1	3	7
COc1ccc(OC)c(CCNC(=O)Cc2ccc(NC3=NC4CS(=O)(=O)CC4S3)cc2)c1 (centres undefined)	1	7	5	0	6	-2	4	4	-4	-2
Cc1ccc(NS(=O)(=O)c2c(C(=O)N3CCCCCC3)c(C)n(C)c2C)c(Cl)c1	-4	1	3	-4	-3	-2	-1	-7	-8	5
COc1ccc(C(CNC(=O)c2oc3ccccc3c2C)N2CCCC2)cc1 (centres undefined)	-24	-17	0	-2	-7	1	-6	-5	-1	0
Cc1cccc(NC(=S)NCc2ccc3c(c2)cc(C)n3C)c1C	50*	0	-9	-2	-12	8	4	10	-1	30*
CCN(C(=O)COC(=O)CNS(=O)(=O)c1ccc(C)cc1)C1CCS(=O)(=O)C1 (centres undefined)	0	1	-3	5	-8	7	-6	2	1	-10
Cc1ccc(NC(=O)Cn2nnc3ccccc32)c(C)c1	-4	5	-4	-4	-1	0	6	-1	1	2
COc1ccc(/C=N/NC(=O)c2nc(-c3ccccc3)n(-c3ccccc3)n2)cc1	-13	-3	3	1	-8	-3	-1	-1	1	8
O=C(CC(C(=O)O)C1CCCO1)NCCc1ccc2c(c1)OCO2 (centres undefined)	1	3	1	1	-1	-2	-5	-1	-5	5
O=c1[nH]n2c(=O)c3c([nH]c2c1N=Nc1cccc(Cl)c1)CCC3	20	-8	10	8	-18	4	-7	85*	-14	29
COc1ccc(S(=O)(=O)Cc2ccc(C(=O)NCc3ccccn3)o2)cc1	9	3	3	1	3	1	6	-3	2	2
Cc1cc2ccccn2c1C(C[N+](=O)[O-])c1ccc(N(C)C)cc1 (centres undefined)	28	-10	-9	3	-2	4	1	15	3	4
COc1ccc(NC(=O)CC2SC3=NCCN3C2=O)cc1 (centres undefined)	5	1	3	0	2	-1	7	1	-7	2
CCC(C)[C@H](NC(=O)N1CC(=O)Nc2ccccc21)C(=O)NC(C)CCc1ccccc1 (some centres undefined)	1	4	-3	2	-8	-2	4	-6	2	-2
CCOC(=O)c1c(-c2cc(OC)c(OC)c(OC)c2)csc1N	4	0	-1	-1	-9	-3	-1	3	-1	-7
CN1c2ccccc2C(C)(C)C12CC(c1ccc(S(=O)(=O)N3CCCCC3)cc1)=NO2 (centres undefined)	1	0	7	3	-5	0	0	-1	0	-5
CCc1nnc(NC(=O)CCc2ccc(C)o2)s1	3	0	0	-2	-5	-1	1	-3	3	4
COc1cccc(S(=O)(=O)Nc2noc3ccccc23)c1	-1	0	6	3	8	1	1	2	0	0
COC(C(=O)Nc1ccnn1C1CCN(Cc2cccc(C)n2)CC1)c1ccccc1 (centres undefined)	5	3	-3	-5	5	-2	-3	-3	0	8
CN(Cc1nc(-c2cnccn2)no1)C1CC(C)(C)NC(C)(C)C1	6	1	-3	2	7	0	2	0	-1	3
COc1cccc(C(=O)Nc2nnc(Cc3ccc(OC)c(OC)c3)s2)c1	-3	4	-4	-2	1	-2	1	-3	-2	7
O=C(COC(=O)c1ccccc1OCc1ccc(Cl)cc1)NC1CC1	-10	-3	-8	5	1	1	-2	-6	0	-16
CCCNC(=O)C1(C)CCCN(C(=O)c2oc3ccccc3c2C)C1 (centres undefined)	/	-1	2	3	7	-3	3	1	1	-3
O=c1[nH]c(=O)n(Cc2ccccc2)c2nc(-c3ccc(C(F)(F)F)cc3)n(CCO)c12	-10	0	0	-6	-8	1	-2	-2	-1	0
O=[N+]([O-])c1cccc(-c2cn3nc(-c4ccccc4)c(-c4ccccc4)nc3n2)c1	4	-9	-4	1	-5	0	3	0	8	-7
O=c1[nH]n(-c2ccccc2)c(=O)c2ccccc12	5	1	5	-2	1	-8	6	-1	-1	0
COc1cccc(NC(=S)N2CCC(NC(=O)C3CCCCC3)CC2)c1	-6	0	3	0	-1	-1	5	2	-1	1
O=C(CSc1nnc(SCc2ccc(F)cc2)s1)Nc1ccc(C(=O)O)cc1	-11	2	-1	-2	1	0	-6	24	2	-28
Cc1ccc(-c2c(C(=O)N/N=C/c3ccsc3)nnn2-c2nonc2N)cc1	-24	4	-8	-3	-1	3	-5	2	0	-5
CC(C)NC(=O)Cn1cc(C(=O)C2CC2)c2ccccc21	3	5	2	-1	-4	2	0	-5	-1	4
c1ccc(Oc2cccc(Oc3ccccc3)n2)cc1	-6	-9	4	5	-2	-3	0	-2	1	0
COc1cc(Cl)ccc1OCc1cc(C(=O)N(C)Cc2nnc(C)o2)no1	-8	1	5	3	2	-3	1	-7	-7	12
CCCCC(CC)C(=O)Nc1cc([N+](=O)[O-])ccc1F (centres undefined)	-6	-2	-2	-1	8	-1	-5	-2	-2	-7
CC(C)CN1CCC(CNC(=O)CCc2nnc(Cc3c[nH]c4ccccc34)o2)CC1	-10	/	-1	-4	-7	5	-3	0	11	-7
Cc1ccc([N+](=O)[O-])cc1NC(=O)CCSc1ccc(Cl)cc1	-18	-6	6	-5	3	-3	-8	4	-2	-12
CCN1C[C@@H]2[C@@H]3C(=O)N(C)C(=O)[C@@H]3[C@](C)(C(=O)OC)N2C1=NC	0	-5	-6	2	-5	-1	1	2	-5	3
CCCn1c(N)c(C(=O)CN(C)CC(=O)Nc2ccccc2C(F)(F)F)c(=O)[nH]c1=O	-5	-4	-2	-3	6	4	5	0	3	7
N#CCSc1ccc(S(=O)(=O)N2CCOCC2)cn1	4	0	0	-5	4	-1	3	6	-3	2
Cc1c(C)[n+](=O)c2c(n1[O-])C(Br)CCC2Br (centres undefined)	0	1	4	0	7	2	6	2	-2	4
O=C(c1ccncc1)N1CCc2ccccc2C1	7	-6	-7	-3	-18	8	3	-1	8	-10
COCCCNc1nc2c([nH]1)c(=O)[nH]c(=O)n2C	0	2	-6	-6	-7	4	1	2	6	-20
(more compounds)
SMILES	HTRA1 inh	GC-B act	TCR-CD3 inh	LEDGF integ inh	TDP2 inh	PRMT1 FP inh	SIAE primary	rCAG binder	MBD2 inh	mABHD4 FP
COC(=O)c1ccc(C)c(NC(=O)CCc2ccc(OC)c(OC)c2)c1	4	0	4	3	9	-5	6	-5	-2	5
Cc1cc(=O)oc2c(CN3CCCCC3)c(O)ccc12	3	-1	4	6	9	-6	5	1	-4	5
Nn1c(SCC(=O)NC2CCCC2)nnc1-c1ccccc1F	-5	5	5	2	0	0	7	-4	-3	1
NC(=O)Cn1cnc(-c2ccccc2)c1	-1	-4	-2	-2	-2	-3	3	-4	4	1
CC(C)c1ccc(NC(=O)CSc2nc3ccsc3c(=O)n2CCC(=O)O)cc1	-1	-5	-4	2	11	3	-5	36*	4	7
COc1cccc(C(=O)NCC2CCCN2S(=O)(=O)c2cccs2)c1 (centres undefined)	-6	-3	6	1	4	-1	9	1	2	-6

Three of the entries above in order of the MBD2 inh value, falling:
mol,HTRA1 inh,GC-B act,TCR-CD3 inh,LEDGF integ inh,TDP2 inh,PRMT1 FP inh,SIAE primary,MBD2 inh,mABHD4 FP
CC(C)c1ccc(NC(=O)CSc2nc3ccsc3c(=O)n2CCC(=O)O)cc1,-1,-5,-4,2,11,3,-5,4,7
COC(=O)c1ccc(C)c(NC(=O)CCc2ccc(OC)c(OC)c2)c1,4,0,4,3,9,-5,6,-2,5
Cc1cc(=O)oc2c(CN3CCCCC3)c(O)ccc12,3,-1,4,6,9,-6,5,-4,5

Taken from the results shown (2 entries):
SMILES	HTRA1 inh	GC-B act	TCR-CD3 inh	LEDGF integ inh	TDP2 inh	PRMT1 FP inh	SIAE primary	rCAG binder	MBD2 inh	mABHD4 FP
Cc1cc(=O)oc2c(CN3CCCCC3)c(O)ccc12	3	-1	4	6	9	-6	5	1	-4	5
Nn1c(SCC(=O)NC2CCCC2)nnc1-c1ccccc1F	-5	5	5	2	0	0	7	-4	-3	1

Compound activity from PubChem BioAssay.

Only part of the results is shown; rates above refer to the full screens.
